LMNA splice mod – LMNA splicing modulation; 200,000 compounds, 0.01% hits; HeLa LMNA splicing GFP/RFP minigene ratio, 48 h; Potency, µM (doses to about 46.1 µM), for inactives: at the highest dose ratio change, negative = inhibition, most hits filed as inhibitors; active = well fitted inhibition curve with a large enough effect in the signal ratio, with a control signal flat, not every such curve was filed as active; inconclusive = small, poorly fitted or top-dose-only effect, or effect the other way, or a change in a side signal; the % refers to the signal ratio
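Read-out is the ratio of GFP to DsRed2 object intensity, acquired by 488 nm laser-scanning cytometry on HeLa lamin A-EGFP minigene reporter cells. Compound incubation 48 hrs at 37 °C in Opti-MEM with 2% FBS; DMSO 0.5% final.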
Active calls of the source: *; ? = inconclusive; [ ] = dose if it differs, or a comment. % is scaled to controls: 0 for no effect and ±100 for the full control effect; potency is read from the fitted curve at half-maximal effect. Only part of the results is shown. The share of hits here may be higher or lower than overall.

LMNA splice mod,SMILES
-17%[46 µM],Cc1ccc(CN2C(=O)c3ccccc3Sc3ccc(C(=O)NC4CCCCC4)cc32)cc1
17%[46 µM],O=C(CCn1cnc2onc(-c3ccc(F)cc3)c2c1=O)N1CCN(c2ccccc2F)CC1
0%[46 µM],COc1ccc(C2=C(C)C(=O)N(Cc3ccc(C(=O)NCc4ccc(C)cc4)cc3)S2(=O)=O)cc1
?,O=C(NCCc1ccc(Cl)cc1)c1ccc(Cn2c(=O)[nH]c3ccccc3c2=O)cc1
-15%[46 µM],Cc1cc(C)cc(NC(=O)CSc2nc(=O)n(CCN3CCOCC3)c3c2CCC3)c1
0%[46 µM],COc1ccc(-c2cc(C(=O)NCc3ccc(C)cc3)c3cc(C(C)C)ccc3n2)cc1
-18%[46 µM],Cc1cccc(C(=O)Nc2ccccc2OCc2cc(=O)n3ccccc3n2)c1
-2%[46 µM],COc1ccc(OCC(=O)NC2CC(=O)N(c3cccc(OC)c3)C2)cc1 (stereo not given)
-23%[46 µM],O=C(Nc1ccc(Br)cc1)c1ccc(F)c(S(=O)(=O)N2CCCc3ccccc32)c1
-9%[46 µM],CC(C)c1cnc2c(c1SCC(=O)c1ccc(Cl)cc1)c(=O)n(C)c(=O)n2C

Other records:
LMNA splice mod,SMILES
?,COC(=O)c1cc2oc(C)cc2n1Cc1ccc(C)cc1
-2%[46 µM],Cc1ccc(C(=O)Nc2ccc(C(=O)OCc3cc(=O)n4nc(C5CC5)sc4n3)cc2)cc1
?,O=C(NCCc1ccc(Cl)cc1)C(=O)NCC(c1ccco1)S(=O)(=O)c1ccccc1 (stereo not given)
?,Cc1cc(S(=O)(=O)Nc2cccc(-c3ccc(N4CCOCC4)nn3)c2)c(C)cc1Cl
0%[46 µM],CCc1ccc(CNC(=O)c2cnc3c(C)cccn3c2=O)cc1
7%[46 µM],COc1ccc(C)cc1NC(=O)N1CCN(S(=O)(=O)c2ccc3c(ccn3C)c2)CC1
8%[46 µM],Cc1ccc(-n2c(SCc3ccccc3)nc3c([nH]c4ccccc43)c2=O)cc1
-18%[46 µM],Cc1ccc(-n2ncc3c(NCCCn4ccnc4)ncnc32)cc1C
15%[46 µM],Cc1cc(C)cc(NC(=O)c2c(C)oc3nc(C)nc(N4CCCC4)c23)c1
?,O=C(Cc1ccc(-c2ccccc2)cc1)NCCS(=O)(=O)N1CCN(c2ccccc2)CC1

(cont.)
LMNA splice mod,SMILES
18%[46 µM],Cc1ccc(CN2CCCn3nc(C(=O)NCCc4cccc(C)c4)cc3C2=O)cc1
20%[46 µM],Cc1ccc(Cl)cc1N1C(=O)N(Cc2ccc(C#N)cc2)c2ccccc2S1(=O)=O
?,Cc1ccc(S(=O)(=O)Nc2ccc3c(c2)CCCN3C(=O)c2cccs2)cc1C
?,O=C(NCCc1ccc(Cl)cc1)c1ccc(CSCc2ccc(Cl)cc2)o1
?,O=C(COc1ccccc1F)Nc1nnc(SCc2cc(=O)c3ccccc3[nH]2)s1
?,COc1cc(OC)c(NC(=O)NCc2ccc3c(c2)CCN3C(C)=O)cc1Cl
5%[46 µM],CCOC(=O)c1ccc(NC(=O)CC(C)n2nc(C)cc2C)cc1 (stereo not given)
?,O=C(NCc1cccs1)c1ccc2c(=O)n3nc(Nc4ccccc4)sc3nc2c1
?,O=C(COc1ccccc1)OCc1cc(=O)n2nc(-c3cccs3)sc2n1
21%[46 µM],COc1ccc(NC(=O)C2=C(C)Nc3nc(CCCO)nn3C2c2ccc(O)cc2)cc1 (stereo not given)

Other compounds.
LMNA splice mod,SMILES
-7%[46 µM],CCOC(=O)c1c(C)[nH]c(C)c1S(=O)(=O)N1CCCC(C(=O)NCc2ccc(C)cc2)C1 (stereo not given)
?,CCCNC(=O)CSc1nc2ccccc2nc1Cc1ccc(Cl)cc1
4%[46 µM],Cc1nn(C)c2c1c(C(F)(F)F)cc(=O)n2CC(=O)N1CCCCC1
?,CCc1ccc(NS(=O)(=O)c2ccc3[nH]c4c(c3c2)CCCCCC4)cc1
6%[46 µM],CCN(CC)CCNC(=O)C1CCCN(c2ncnc3onc(C)c23)C1 (stereo not given)
?,Cc1ccc(N(CC(=O)NCc2ccc(OC(C)C)cc2)S(=O)(=O)N(C)C)cc1
?,CCC1=C(c2ccc(C)cc2)S(=O)(=O)N=C1N1CCC(C(=O)Nc2ccccc2C(=O)OC)CC1
-7%[46 µM],Cc1ccc(OCC(=O)OCc2cc(=O)n3nc(-c4cccs4)sc3n2)cc1C
-25%[46 µM],COc1ccc(Cl)cc1-n1c(/C=C/c2cccc3ccccc23)nc2ccccc2c1=O
?,Cc1nn(C)c2c1c(-c1ccccc1)cc(=O)n2Cc1ccccc1F

The listing continues.
LMNA splice mod,SMILES
9%[46 µM],O=C1CC(c2ccccc2)Cc2[nH]c(=O)c(C(=O)Nc3cccc(Cl)c3)cc21 (stereo not given)
-8%[46 µM],CCCCOc1ccc(C2C(=O)N(C3CCCCC3)CC(=O)N2C2CCCCC2)cc1 (stereo not given)
?,COc1cc(Cl)c(C)cc1NC(=O)c1cnc2c(-c3cccc(C)c3)c(C)nn2c1C
-10%[46 µM],CCCN(C(=O)c1c(C)oc2ncn(CC(C)C)c(=O)c12)c1ccccc1C
9%[46 µM],COC(=O)c1ccc(Cl)cc1NC(=O)N1CCCn2nc(C)cc21
-5%[46 µM],Cc1cc(C)c2c(=O)cc(CSc3nnc(COc4ccccc4C)n3C)[nH]c2c1
18%[46 µM],CC(C)c1ccc(S(=O)(=O)NCc2nc3cccnc3n2Cc2ccc(F)cc2)cc1
-12%[46 µM],Cc1ccc(NC(=O)N2CCN(c3nnc(C)c4c(C)n(-c5ccc(Cl)cc5)nc34)CC2)c(C)c1
17%[46 µM],COc1ccc(CC(=O)NCC(c2cccs2)S(=O)(=O)c2ccc(C)cc2)cc1 (stereo not given)
-12%[46 µM],CCOC(=O)c1noc2ncnc(Nc3cc(Cl)c(OC)cc3OC)c12

(listing goes on)
LMNA splice mod,SMILES
?,Oc1c(C(c2ccccc2F)N2CCOCC2)sc2nc(-c3ccco3)nn12 (stereo not given)
?,CCc1ccccc1Nc1nn2c(=O)c3ccc(C(=O)NCCCOC(C)C)cc3nc2s1
3%[46 µM],COc1ccc(CNC(=O)CSc2nc3ccccc3nc2Cc2ccccc2OC)cc1
-1%[46 µM],COCCCNC(=O)C1CCN(c2nc3ccc(Cl)cc3[nH]2)CC1
-7%[46 µM],CCOC(=O)c1sc2cccc(F)c2c1S(=O)(=O)NCc1ccccc1Cl
-10%[46 µM],CCOc1ccccc1C(=O)NCc1ccc2c(c1)CCN2C(=O)c1ccccc1
?,Cn1c(=O)n(C)c2cc(NS(=O)(=O)c3ccccc3)c(NCc3ccccc3)cc21
0%[46 µM],Cc1ccc(/C=C/c2onc(C)c2S(=O)(=O)N2CCC(C(=O)Nc3ccc(Br)c(C)c3)CC2)cc1
?,CC(NC(=O)CCCC1=NS(=O)(=O)c2ccccc2N1)c1ccccc1 (stereo not given)
?,CCOc1cc2[nH]c(=O)n(CCCCCC(=O)NC(C)CC)c(=O)c2cc1OCC (stereo not given)

Following part
LMNA splice mod,SMILES
?,COc1ccccc1CNC(=O)c1oc2ccc(S(=O)(=O)N3CCCCC3)cc2c1C
-14%[46 µM],CN(Cc1ccccc1)S(=O)(=O)c1ccc2[nH]c3c(c2c1)CCCCC3
-12%[46 µM],O=C(COc1ccc(Cl)cc1)NCCc1csc(-c2cccc(F)c2)n1
19%[46 µM],CCOc1ccc(NC(=O)CSc2nc3c([nH]c4ccccc43)c(=O)n2-c2cc(C)cc(C)c2)cc1
2%[46 µM],CC(=O)c1ccc(NC(=O)c2cc(S(=O)(=O)N3CCCCCC3)cn2C)cc1
?,Cc1ccc(S(=O)(=O)C(CNC(=O)COc2ccccc2)c2ccco2)cc1 (stereo not given)
18%[46 µM],CCCCn1c(SCC(=O)Nc2cccc(OC)c2)nc2c(sc3ccccc32)c1=O
2%[46 µM],Cc1ccc(CCNC(=O)c2cc3cc4cc(C)ccc4nc3s2)cc1
?,Cc1cccc(NC(=O)c2nc(S(C)(=O)=O)ncc2Cl)c1
-2%[46 µM],Cc1ccc(-c2nc3sc(CCNS(=O)(=O)c4cc(F)ccc4F)c(C)n3n2)cc1

(next part)
LMNA splice mod,SMILES
-28%[46 µM],CC(=O)N1CCN(c2csc3ccc(Cl)cc3c2=O)CC1
1%[46 µM],CC(C)Oc1ccc(CNC(=O)c2cnc3sc(N4CCCCCC4)nn3c2=O)cc1
16%[46 µM],Cc1cn2c(=O)cc(COC(=O)c3cccc(NC(=O)C(C)Oc4ccccc4)c3)nc2s1 (stereo not given)
22%[46 µM],COc1cc2c(cc1OC)C(CC(=O)O)N(C(=O)Nc1cc(OC)c(OC)c(OC)c1)CC2 (stereo not given)
-8%[46 µM],CCOC(=O)C1CCN(C(=O)c2ccc3c(=O)n4nc(Nc5ccccc5)sc4nc3c2)CC1
?,Cc1cc(C)c(Cn2cnc3nc4c(cc3c2=O)CCCC4)c(C)c1
5%[46 µM],COc1ccccc1CNC(=O)c1cnc(N2CCCC2)nc1C
12%[46 µM],COC(=O)c1ccccc1NC(=O)Cn1c(=O)cc(-c2ccccc2)c2c(C)nn(C)c21
?,COc1ccc(NC(=O)/C=C\C(=O)N(c2ccc(C(C)C)cc2)C(C(=O)NCc2ccco2)c2ccc(F)cc2)cc1 (stereo not given)
5%[46 µM],CC(C)Oc1ccc(CNC(=O)c2cnc3sc(N4CCCC4)nn3c2=O)cc1

(more compounds)
LMNA splice mod,SMILES
?,O=C(NCC(c1ccc2c(c1)OCO2)N1CCN(c2ccccc2)CC1)C(=O)Nc1ccccc1F (stereo not given)
0%[46 µM],Cc1cc(S(=O)(=O)Nc2ccc3[nH]c(=O)sc3c2)ccc1F
15%[46 µM],CCOc1ccc(NC(=O)NCCn2nnc3cc(S(=O)(=O)N(C)C)ccc32)cc1
-1%[46 µM],COc1ccc(-c2cn3cccnc3n2)cc1NC(=O)Cc1ccccc1
-16%[46 µM],O=C(CSC1=Nc2ccccc2N=C(c2ccc(F)cc2)C1)Nc1cccc(C(F)(F)F)c1
11%[46 µM],COc1ccc(N2CCN(S(=O)(=O)CCNC(=O)Cc3ccc(Cl)cc3)CC2)cc1
-7%[46 µM],O=C(Nc1ccc(N2CCC(N3CCCCC3)CC2)c(C(=O)O)c1)c1ccc(Br)cc1
7%[46 µM],O=C(NCCO)C(=O)NCC(c1ccc2c(c1)OCO2)N1CCOCC1 (stereo not given)
?,CCN1C(=O)c2ccccc2Sc2ccc(NC(C)=O)cc21
?,CCCOc1cccc(C(=O)Nc2cccc3cccnc23)c1

Ordered by number of heavy atoms (descending): 15 of the compounds above
LMNA splice mod,SMILES
?,COc1ccc(NC(=O)/C=C\C(=O)N(c2ccc(C(C)C)cc2)C(C(=O)NCc2ccco2)c2ccc(F)cc2)cc1 (stereo not given)
?,O=C(NCC(c1ccc2c(c1)OCO2)N1CCN(c2ccccc2)CC1)C(=O)Nc1ccccc1F (stereo not given)
-8%[46 µM],CCOC(=O)C1CCN(C(=O)c2ccc3c(=O)n4nc(Nc5ccccc5)sc4nc3c2)CC1
22%[46 µM],COc1cc2c(cc1OC)C(CC(=O)O)N(C(=O)Nc1cc(OC)c(OC)c(OC)c1)CC2 (stereo not given)
12%[46 µM],COC(=O)c1ccccc1NC(=O)Cn1c(=O)cc(-c2ccccc2)c2c(C)nn(C)c21
-7%[46 µM],O=C(Nc1ccc(N2CCC(N3CCCCC3)CC2)c(C(=O)O)c1)c1ccc(Br)cc1
11%[46 µM],COc1ccc(N2CCN(S(=O)(=O)CCNC(=O)Cc3ccc(Cl)cc3)CC2)cc1
5%[46 µM],CC(C)Oc1ccc(CNC(=O)c2cnc3sc(N4CCCC4)nn3c2=O)cc1
-1%[46 µM],COc1ccc(-c2cn3cccnc3n2)cc1NC(=O)Cc1ccccc1
7%[46 µM],O=C(NCCO)C(=O)NCC(c1ccc2c(c1)OCO2)N1CCOCC1 (stereo not given)
?,Cc1cc(C)c(Cn2cnc3nc4c(cc3c2=O)CCCC4)c(C)c1
5%[46 µM],COc1ccccc1CNC(=O)c1cnc(N2CCCC2)nc1C
?,CCCOc1cccc(C(=O)Nc2cccc3cccnc23)c1
0%[46 µM],Cc1cc(S(=O)(=O)Nc2ccc3[nH]c(=O)sc3c2)ccc1F
-28%[46 µM],CC(=O)N1CCN(c2csc3ccc(Cl)cc3c2=O)CC1

(cont.)
LMNA splice mod,SMILES
?,CCOc1cc(C(=O)OCc2cc(=O)n3nc(C4CC4)sc3n2)cc(OCC)c1OCC
?,CCN(CC)C(=O)Cn1ncc2c([nH]c3ccc(C)cc32)c1=O
0%[46 µM],COc1ccc(C(=O)Nc2ccc(N3CCN(c4ccccc4)CC3)c(C(=O)O)c2)cc1
?,CCCCOc1ccc(C(=O)Nc2ccc3c(c2)CCCN3C(=O)c2cccs2)cc1
-8%[46 µM],CC(C)CCNC(=O)C(=O)Nc1c2c(nn1-c1ccccc1)CS(=O)(=O)C2
?,Cc1nn(C)c2c1c(C(F)(F)F)cc(=O)n2CC(=O)N1CCC(C)CC1
7%[46 µM],CC(C)C(=O)OCc1cc(=O)n2nc(C3CCCCC3)sc2n1
?,Cc1ccc(-c2nc(CCNC(=O)C(=O)Nc3c(C)cccc3C)cs2)cc1
-4%[46 µM],COc1cccc(NC(=O)CN2C=NS(=O)(=O)c3ccccc32)c1
?,COc1ccc(NC(=O)CSc2nnc(-c3ccncc3)n2-c2ccccc2)cc1

Next compounds follow:
LMNA splice mod,SMILES
-3%[46 µM],COc1ccc(CCNC(=O)CSc2nnc(-c3ccc(C)cc3)c(-c3ccc(C)cc3)n2)cc1OC
8%[46 µM],COc1ccc(Nc2ncnc3onc(C)c23)cc1Cl
2%[46 µM],Cc1cc(C)cc(C(=O)n2nc(C)c(S(=O)(=O)N3CCCCCC3)c2C)c1
9%[46 µM],COCCCNC(=O)c1cnn(-c2ccc(F)cc2F)c1C1CCNCC1

Screening data as filed in PubChem.
